Bioassay records from PubChem BioAssay.
Bim-Bcl-W = inhibitors of Bim-Bcl-W interaction, human; Q92843; bead-based flow cytometry, Bim peptide-Bcl-W binding; inhibition, % at 10 µM; actives 0.02% (n = 190,000); AID 952;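 note: 0% = bound tracer without compound and 100% = peptide blocker; higher means less fluorescent Bim peptide bound to Bcl-W beads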
Target sequence (Q92843 whole entry, looked up): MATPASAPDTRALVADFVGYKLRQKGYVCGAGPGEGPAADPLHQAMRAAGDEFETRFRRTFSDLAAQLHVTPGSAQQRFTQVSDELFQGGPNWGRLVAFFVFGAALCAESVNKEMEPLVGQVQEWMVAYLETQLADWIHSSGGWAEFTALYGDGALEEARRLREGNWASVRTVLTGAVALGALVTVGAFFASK
Bfl-1 Bim block = disrupts Bim binding to human Bfl-1 | actives 0.12% (n = 190,000) | inhibition, % at 10 µM | Bead-based flow cytometry, Bim-Bfl-1 binding inhibition | AID 1008;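 note: 0% = wells without compound plus tracer and 100% = blocker peptide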
RGS4-Gao reg = modulates binding of RGS4 to human Galphao | binding response (% of control), % at 10 µM | P09471 | Multiplexed bead flow cytometry; actives lie on both sides | actives 0.33% (n = 220,000) | AID 1415; in the data active = binding response below about 49% or above about 150%; inactive = in between;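 note: fluorescent Galphao activated with aluminum fluoride binding bead-coupled RGS4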
Target sequence (P09471 whole entry, looked up): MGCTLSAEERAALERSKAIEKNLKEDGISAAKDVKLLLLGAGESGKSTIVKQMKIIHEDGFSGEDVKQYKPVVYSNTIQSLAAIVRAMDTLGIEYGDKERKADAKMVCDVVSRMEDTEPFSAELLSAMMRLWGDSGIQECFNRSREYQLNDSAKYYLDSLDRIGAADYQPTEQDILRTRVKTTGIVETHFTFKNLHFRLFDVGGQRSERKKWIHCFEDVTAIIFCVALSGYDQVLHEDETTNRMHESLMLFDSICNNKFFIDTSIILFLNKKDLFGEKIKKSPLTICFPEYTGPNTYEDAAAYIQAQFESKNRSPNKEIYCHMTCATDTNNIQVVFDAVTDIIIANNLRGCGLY
Avidin fluor = avidin bead compound fluorescence profile; Avidin beads, compound fluorescence 488/530 nm, flow cytometry; active compounds read high; fluorescence (KMESF) at 10 µM; actives 0.38% (n = 220,000); AID 1775; in the data active = fluorescence above about 47; note: inactives centre near 10
ABCG2 inh = inhibitors of human ABCG2 transporter, ABCB1 counter-screen | AID 1325 | actives 0.1% (n = 190,000) | IgMXP3 cells, JC-1 efflux, flow cytometry | inhibition, % at 6.6 µM;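 active = inhibition above 80%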;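 note: 0% = DMSO and 100% = nicardipine control wells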
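System: two drug-resistant human cell lines, ABCG2 and ABCB1; controls: nicardipine high and DMSO low controls; times: 10 min exposure at 25 °C with rotation, no wash; detection: flow cytometry of retained JC-1 fluorescence; read-out basis: percent efflux inhibition, scaled nicardipine 100% to DMSO 0%; doses: one concentration, 6.6 µM final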
Bcl-B Bim block = inhibitors of Bim-Bcl-B interaction, human; Q9HD36; bead-based flow cytometry, Bim peptide-Bcl-B binding; inhibition, % at 10 µM; actives 0.073% (n = 190,000);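 note: 0% = tracer peptide without compound and 100% = reference inhibitor peptide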
GSH bead fluor = GSH bead compound fluorescence profile; GSH beads flow cytometry, compound fluorescence 488/530 nm; active compounds read high; fluorescence (KMESF) at 10 µM; actives 0.25% (n = 190,000); in the data active = fluorescence above about 89;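 note: glutathione beads carrying GST-tagged Bcl family fusion proteins plus one bare bead set; values are compound well signal with DMSO vehicle wells as background; inactives centre near 16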
Bim-Bcl-2 = inhibitors of Bim-Bcl-2 interaction, human | Bead-based flow cytometry, Bim peptide-Bcl-2 binding | P10415 | actives 0.06% (n = 190,000) | inhibition, % at 10 µM; in the data active = inhibition above about 40%; inconclusive = no clear call, values can overlap the other calls;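 note: 0% = no compound wells with probe peptide and 100% = reference peptide inhibitor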
Target sequence (P10415 whole entry, looked up): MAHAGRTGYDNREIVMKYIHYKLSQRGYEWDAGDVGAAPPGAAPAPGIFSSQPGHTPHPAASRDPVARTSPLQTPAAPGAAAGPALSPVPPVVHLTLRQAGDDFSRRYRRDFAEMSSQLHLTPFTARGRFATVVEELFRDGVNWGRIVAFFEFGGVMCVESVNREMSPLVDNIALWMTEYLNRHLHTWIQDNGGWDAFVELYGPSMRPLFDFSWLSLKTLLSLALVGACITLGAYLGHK
ABCB1 block = human ABCB1 inhibition, ABCG2 as counter-screen; P08183; CCRF-Adr cells, JC-1 efflux, flow cytometry; inhibition, % at 6.6 µM; actives 0.067% (n = 190,000); in the data active = inhibition above about 40%;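 note: 0% = vehicle and 100% = reference inhibitor; higher value means more JC-1 retained so stronger ABCB1 efflux block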
Bim-Bcl-XL = human Bim-Bcl-XL interaction inhibition; Q07817; Bim peptide-Bcl-XL binding, bead flow cytometry, fluorescence; inhibition, % at 10 µM; actives 0.04% (n = 190,000); AID 1007
Target sequence (Q07817 whole entry, looked up): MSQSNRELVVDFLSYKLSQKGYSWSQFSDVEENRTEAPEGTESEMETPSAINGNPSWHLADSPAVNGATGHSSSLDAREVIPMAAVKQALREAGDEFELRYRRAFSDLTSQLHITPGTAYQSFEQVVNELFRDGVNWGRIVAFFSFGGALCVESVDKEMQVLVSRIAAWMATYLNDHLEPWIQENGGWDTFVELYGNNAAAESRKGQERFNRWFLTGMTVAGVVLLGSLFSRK
RGS7-Gao reg = modulates binding of RGS7 to human Galphao; Multiplexed bead flow cytometry; actives lie on both sides; binding response (% of control), % at 10 µM; actives 0.35% (n = 220,000); AID 1439; in the data active = binding response below about 49% or above about 150%; inconclusive = no clear call, values can overlap the other calls; inactive = in between;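 note: fluorescent Galphao held in activated GDP-AlF4 state binding bead-coupled RGS7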
The depositor's hits bear a star; ? = inconclusive; [ ] = dose if it differs, or a comment. Cut-off read from the data, not from the text of the source, unless noted: active = inhibition above about 40%. Compounds as they come (roughly 1.3% active in at least one column).

no. | smiles | Bim-Bcl-W | Bfl-1 Bim block | RGS4-Gao reg | Avidin fluor | ABCG2 inh | Bcl-B Bim block | GSH bead fluor | Bim-Bcl-2 | ABCB1 block | Bim-Bcl-XL | RGS7-Gao reg
1 | CCOC(=O)c1c(C)c(C(=O)NCc2ccccn2)c(C)n1C | -3 | -10 | 101 | 24 | 0 | -6 | 15 | -10 | 0.0 | -2 | 98
2 | CCC(=O)N1CCc2cc(Br)cc(S(=O)(=O)CCC(=O)N(CC)CC)c21 | -2 | -3 | 101 | 12 | 2 | -1 | 16 | -4 | 0.7 | -3 | 101
3 | CS(=O)(=O)Nc1ccc(C2=NN(C(=O)c3ccco3)C(c3ccccc3F)C2)cc1 (stereo unspecified) | -1 | -1 | 101 | 5 | 7 | -6 | 19 | -1 | 2.8 | -1 | 101
4 | Cc1cccc(NC(=O)CSC(N)=O)c1C | 0 | -1 | 62 | 14 | 1 | 0 | 13 | 0 | 0.2 | -2 | 82
5 | CC(C)(C)C(=O)Cn1c(NCCCO)nc2ccccc21 | -1 | -17 | 98 | 12 | 7 | -7 | 28 | -7 | 0.4 | -8 | 100
6 | CCC(=O)Nc1nc2ccccc2n1CCN1CCOCC1 | -2 | -1 | 105 | 9 | 1 | 2 | 23 | 0 | 0.0 | -3 | 109
7 | O=C(/C=N/O)NCc1ccncc1 | 3 | -11 | 103 | 9 | 1 | -3 | 55 | -6 | 0.0 | 8 | 102
8 | O=C(O)c1[nH]c2ccc(Cl)cc2c1CC(=O)N1CCN(C(=O)c2ccco2)CC1 | -5 | -8 | 101 | 15 | -1 | -7 | 24 | -4 | -0.7 | -6 | 105
9 | CCOC(=O)Cn1c(C)cc(=O)c2ccccc21 | 0 | 0 | 100 | 10 | 2 | 0 | 9 | -1 | 0.4 | 0 | 98
10 | Cc1ccc(SCCNC(=O)c2ccc(CN3CCOCC3)cc2)cc1 | 0 | -7 | 104 | 11 | 7 | -6 | 17 | -5 | 0.0 | -3 | 104
11 | N#Cc1c(C#N)c(-c2ccccc2)n(-c2ccccc2)c1N | -2 | -6 | 104 | 13 | 33 | -6 | 20 | -3 | 1.9 | -4 | 101
12 | CCN(CC)C(=O)CN(C)S(=O)(=O)c1cccc2nsnc12 | 0 | -1 | 103 | 21 | 1 | -2 | 10 | 2 | 0.5 | 0 | 95
13 | O=C(CCS(=O)(=O)c1ccc(Cl)cc1)OCC(=O)N1CCCCC1 | 3 | -12 | 101 | 6 | 4 | -8 | 55 | -10 | 0.7 | -4 | 99
14 | CCCCOc1ccc(OCCCC)c2c1NC1(N2)C(=O)N(C(C)=O)c2ccccc21 | 0 | 0 | 98 | 30 | 9 | -2 | 13 | 1 | 1.9 | -1 | 98
15 | c1ccc(-c2ccnc3nc(N4CCN(c5ccccc5)CC4)nn23)cc1 | 2 | -1 | 100 | 20 | 4 | 2 | 54 | -1 | 0.6 | 1 | 95
16 | CN1CCN(C(=S)c2cn(Cc3ccc(F)cc3)c3ccccc23)CC1 | 0 | -3 | 105 | 16 | 2 | -2 | 9 | -3 | 2.8 | -4 | 100
17 | O=C(Cn1cccc1)NC1CCCCCC1 | 1 | 4 | 100 | 11 | 5 | 3 | 30 | 4 | 2.0 | 6 | 102
18 | O=C(N/N=C/c1cccc(C(F)(F)F)c1)C1CCN(c2ncc(C(F)(F)F)cc2Cl)CC1 | 3 | -1 | 103 | 28 | 2 | -2 | 22 | 0 | 0.2 | 1 | 104
19 | CCOC(=O)Cn1c(=NC(=O)C2COc3ccccc3O2)sc2cc(S(N)(=O)=O)ccc21 (stereo unspecified) | -3 | 0 | 101 | 4 | -2 | -7 | 6 | 1 | -0.3 | -4 | 102
20 | CCO[C@@H]1OC(C(=O)N2CCN(Cc3ccc4c(c3)OCO4)CC2)=C[C@H](c2coc3ccccc3c2=O)[C@H]1CCCO | 2 | -4 | 101 | 6 | -1 | -2 | 19 | -3 | -0.3 | -2 | 103
21 | CCOCCCNC(=S)NCCCNc1nc2c(C)cc(C)cc2cc1C#N | 1 | 1 | 97 | 10 | 5 | -9 | 10 | 0 | 0.6 | -1 | 101
22 | O=C(CSc1ncc(-c2ccc(F)cc2)n1Cc1ccco1)Nc1nccs1 | 1 | 1 | 100 | 3 | 1 | -2 | 23 | -2 | 0.2 | 2 | 100
23 | Cc1ccccc1OCCn1nc(C(=O)O)c2ccccc2c1=O | 3 | -10 | 104 | 11 | 1 | -10 | 55 | -9 | 0.3 | -20 | 103
24 | O=C(CSc1nnc(NC2CCCCC2)s1)Nc1ccc(N2CCOCC2)cc1 | -1 | -1 | 101 | 24 | 10 | -6 | 18 | -4 | 2.4 | -5 | 101
25 | COc1cccc(C2N(c3ccccn3)C(=O)C3CCCN32)c1OC (stereo unspecified) | -5 | -28 | 105 | 14 | 3 | -10 | 30 | -3 | 0.0 | -5 | 103
26 | COc1cccc(-c2nc3ccccc3c(=O)o2)c1 | 0 | 0 | 118 | 8 | 66 | 3 | 36 | 0 | -0.1 | 0 | 117
27 | O=S(=O)(c1cccc(S(=O)(=O)N2CCN(c3ncccn3)CC2)c1)N1CCOCC1 | -6 | -16 | 101 | 34 | 5 | -5 | 19 | -4 | 0.9 | -7 | 102
28 | COc1cccc(CN(C)C(=O)Nc2cccc(C(F)(F)F)c2)c1OC | 0 | -4 | 101 | 7 | 4 | -2 | 9 | -1 | -0.3 | -2 | 103
29 | O=C(N/N=C/c1coc2ccccc2c1=O)c1cn(-c2ccccc2)nc1-c1ccccc1 | 9 | 3 | 58 | 6 | 4 | 13 | 9 | 4 | 1.0 | 11 | 53
30 | Cc1cc([N+](=O)[O-])ccc1NC1CCCC1 | -4 | -7 | 99 | 13 | 34 | -15 | 13 | -21 | 1.1 | -8 | 98

Ordered by value in Bim-Bcl-2 (ascending): 5 of the compounds above
# | molecule | Bim-Bcl-W | Bfl-1 Bim block | RGS4-Gao reg | Avidin fluor | Bcl-B Bim block | GSH bead fluor | Bim-Bcl-2 | Bim-Bcl-XL | RGS7-Gao reg
5 | CC(C)(C)C(=O)Cn1c(NCCCO)nc2ccccc21 | -1 | -17 | 98 | 12 | -7 | 28 | -7 | -8 | 100
10 | Cc1ccc(SCCNC(=O)c2ccc(CN3CCOCC3)cc2)cc1 | 0 | -7 | 104 | 11 | -6 | 17 | -5 | -3 | 104
6 | CCC(=O)Nc1nc2ccccc2n1CCN1CCOCC1 | -2 | -1 | 105 | 9 | 2 | 23 | 0 | -3 | 109
12 | CCN(CC)C(=O)CN(C)S(=O)(=O)c1cccc2nsnc12 | 0 | -1 | 103 | 21 | -2 | 10 | 2 | 0 | 95
29 | O=C(N/N=C/c1coc2ccccc2c1=O)c1cn(-c2ccccc2)nc1-c1ccccc1 | 9 | 3 | 58 | 6 | 13 | 9 | 4 | 11 | 53

Further entries
no. | smiles | Bim-Bcl-W | Bfl-1 Bim block | RGS4-Gao reg | Avidin fluor | ABCG2 inh | Bcl-B Bim block | GSH bead fluor | Bim-Bcl-2 | ABCB1 block | Bim-Bcl-XL | RGS7-Gao reg
31 | COCCN(CC(=O)NCc1ccccc1)C(=O)CCC(=O)Nc1nccs1 | 2 | -9 | 100 | 6 | 2 | -2 | 5 | -5 | 0.5 | -3 | 101
32 | COc1cc(C(=O)NCc2nnc(SCC(=O)N3CCCCC3)o2)cc(OC)c1OC | 1 | 0 | 101 | 8 | 9 | 0 | 17 | -1 | 0.8 | 2 | 100
33 | CCOP(=O)(OCC)C(Nc1cccc(C)c1)c1ccc(F)cc1 (stereo unspecified) | -2 | -10 | 91 | 13 | 11 | -5 | 11 | -7 | 1.2 | -4 | 90
34 | Cc1ccc(SC(C)c2nc(-c3ccccc3)no2)cc1 (stereo unspecified) | -1 | -12 | 105 | 15 | 1 | -13 | 32 | -10 | 0.2 | -7 | 102
35 | Cc1ccc(C(=O)N/N=C/C=C/c2ccccc2)o1 | 0 | -6 | 113 | 36 | 6 | -4 | 20 | -1 | -0.2 | 0 | 230*[activator]
36 | O=C1NCCCCC1NC1CC(=O)N(c2ccccc2)C1=O (stereo unspecified) | -1 | -18 | 101 | 9 | 5 | -9 | 33 | -11 | 1.0 | -4 | 97
37 | CCc1nnc(NC(=O)C2CCN(c3cnccn3)CC2)s1 | 0 | -3 | 99 | 8 | 21 | 0 | 25 | 0 | 0.3 | -4 | 98
38 | Cc1c(C(=O)NCc2cccnc2)oc2ccccc12 | -1 | -4 | 97 | 16 | -1 | -6 | 24 | -11 | -0.9 | -4 | 104
39 | CCCCNC(=S)N=Nc1c(O)n(Cc2ccccc2)c2ccccc12 | 0 | 4 | 103 | 8 | 7 | -1 | 18 | 1 | 0.2 | -2 | 103
40 | CCOC(=O)CSc1ccc(C(=O)Nc2ccc(Cl)cc2)cn1 | -1 | -7 | 103 | 19 | 15 | -4 | 15 | -7 | -0.1 | -4 | ?
41 | CC(=O)Nc1cccc(/C(C)=N/NC(=O)c2ccc3c(c2)OCO3)c1 | 0 | -6 | 101 | 6 | 3 | -5 | 17 | -3 | 0.1 | -2 | 100
42 | S=C(NCc1ccco1)Nc1ccccc1 | -1 | -3 | 103 | 10 | 0 | 0 | 10 | -2 | -0.1 | 0 | 102
43 | Cc1cccc(-c2noc(CCCOc3ccc(Cl)cc3Cl)n2)c1 | 3 | -10 | 95 | 8 | 8 | -8 | 44 | -8 | -0.1 | 2 | 96
44 | COc1ccccc1N1CCN(C(=O)N2CCOCC2)CC1 | -1 | -3 | 96 | 23 | 0 | -1 | 12 | 1 | -0.1 | -2 | 95

Sorted by formula weight (smallest number first): some entries from above.
no. | smiles | Bim-Bcl-W | Bfl-1 Bim block | RGS4-Gao reg | Avidin fluor | ABCG2 inh | Bcl-B Bim block | GSH bead fluor | Bim-Bcl-2 | ABCB1 block | Bim-Bcl-XL | RGS7-Gao reg
36 | O=C1NCCCCC1NC1CC(=O)N(c2ccccc2)C1=O (stereo unspecified) | -1 | -18 | 101 | 9 | 5 | -9 | 33 | -11 | 1.0 | -4 | 97
44 | COc1ccccc1N1CCN(C(=O)N2CCOCC2)CC1 | -1 | -3 | 96 | 23 | 0 | -1 | 12 | 1 | -0.1 | -2 | 95
41 | CC(=O)Nc1cccc(/C(C)=N/NC(=O)c2ccc3c(c2)OCO3)c1 | 0 | -6 | 101 | 6 | 3 | -5 | 17 | -3 | 0.1 | -2 | 100
33 | CCOP(=O)(OCC)C(Nc1cccc(C)c1)c1ccc(F)cc1 (stereo unspecified) | -2 | -10 | 91 | 13 | 11 | -5 | 11 | -7 | 1.2 | -4 | 90
43 | Cc1cccc(-c2noc(CCCOc3ccc(Cl)cc3Cl)n2)c1 | 3 | -10 | 95 | 8 | 8 | -8 | 44 | -8 | -0.1 | 2 | 96
